# ATG4B inhibitor = blocks human ATG4B protease cleavage of LC3 substrate | Q9Y4P1 | AID 504462 | ATG4B cleavage of LC3-PLA2, NBD-HPC fluorescence, 1 h | inhibition, % at 8.33 µM | actives 0.51% (n = 340,000); in the data active means inhibition above about 40%
# hIAP activ = human IAP activation; actives 0.16% (n = 330,000); AID 2524; purified human IAP, CDP-Star luminescence, 30 min; stronger effect = higher value; 1 = vehicle-only enzyme, 0 = enzyme-free background; P09923; activation factor at 10 µM;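 active means activation factor of the enzyme at least 2-fold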; further: the source names both 10 and 20 µM as test concentration; values of inactives mirror those of a sister screen read the other way
# Target sequence (P09923 whole entry, looked up): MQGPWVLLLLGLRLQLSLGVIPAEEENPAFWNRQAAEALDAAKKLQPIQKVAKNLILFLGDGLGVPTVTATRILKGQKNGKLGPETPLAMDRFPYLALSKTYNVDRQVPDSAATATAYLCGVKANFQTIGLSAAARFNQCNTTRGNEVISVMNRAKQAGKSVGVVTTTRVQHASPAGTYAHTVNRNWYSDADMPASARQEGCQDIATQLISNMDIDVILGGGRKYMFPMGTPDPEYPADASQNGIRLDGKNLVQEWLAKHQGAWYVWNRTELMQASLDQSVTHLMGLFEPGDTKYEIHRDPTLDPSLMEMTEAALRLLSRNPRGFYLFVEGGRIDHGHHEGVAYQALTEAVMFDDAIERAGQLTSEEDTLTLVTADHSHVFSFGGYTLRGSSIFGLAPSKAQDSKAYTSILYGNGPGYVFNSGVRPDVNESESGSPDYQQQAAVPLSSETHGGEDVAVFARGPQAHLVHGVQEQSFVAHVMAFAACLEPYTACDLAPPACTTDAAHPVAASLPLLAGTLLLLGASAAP
# PfG6PD inh = PfG6PD (Plasmodium falciparum) enzyme inhibition; AID 504690; PfGluPho enzyme, NADPH resazurin-diaphorase fluorescence; inhibition, % at 20 µM; actives 0.78% (n = 350,000);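 active means inhibition reaching at least a set limit at 20 µM in the primary screen, cut at about 59% in these data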;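 further: 0% = DMSO wells with substrate and 100% = DMSO wells lacking glucose-6-phosphate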
# mIAP inh = mouse IAP inhibition | purified mouse IAP, CDP-Star luminescence, 30 min | inhibition, % at 10 µM | actives 0.2% (n = 330,000) | AID 2806;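 active means inhibition of at least 40% at 10 µM in the primary screen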;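 further: plate controls were DMSO with enzyme for no effect and no enzyme wells for full effect; values of inactives mirror those of a sister screen read the other way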
# hIAP block = blocks human intestinal alkaline phosphatase. actives 0.12% (n = 330,000). purified IAP, CDP-Star luminescence, 30 min. inhibition, % at 10 µM. P09923;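 active means inhibition reaching a set limit with compound at 10 µM in the primary screen, cut at about 35% in these data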;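 further: plate controls were DMSO wells with enzyme for no effect and no-enzyme buffer wells for full effect; values of inactives mirror those of a sister screen read the other way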
# mIAP act = mouse IAP activation. activation factor at 10 µM. muIAP, CDP-Star luminescence, 30 min; stronger effect = higher value; 1 = vehicle-only enzyme signal, 0 = enzyme-free wells. actives 0.24% (n = 330,000). AID 2805;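 active means activation factor of at least 2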; further: the source names both 10 and 20 µM as test concentration; values of inactives mirror those of a sister screen read the other way
#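 Assay system: mouse IAP enzyme; Reagent: CDP-Star chemiluminescent phosphatase substrate; Compound: DMSO-dissolved test compounds; Incubation: 30 min, room temperature; Technique: luminescence from enzymatic CDP-Star hydrolysis; Controls: DMSO-only wells and no-enzyme negative control.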
# HKDC1 inhibitor = HKDC1 (human) hexokinase inhibition | Q2TB90 | recombinant HKDC1, G6PDH/diaphorase resazurin coupled fluorescence | inhibition, % at 20 µM | actives 0.16% (n = 340,000);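 active means inhibition above about 35% when tested at 20 µM, limit read from the data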;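 further: plate controls were DMSO wells with enzyme for no effect and DMSO wells lacking enzyme for full effect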
#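 System: Recombinant HKDC1 hexokinase | Amount: HKDC1 at 5 µg/mL | Reagent: Glucose with 1 mM ATP | Doses: Single 20 µM dose | Incubation: Reaction time 90 min, room temperature, protected from light | Signal: Coupled resazurin fluorescence, excitation 525 nm, emission 613 nm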
# A3A deaminase = human APOBEC3A DNA deaminase inhibition; P31941; recombinant A3A, FAM/TAMRA ssDNA deamination fluorescence; inhibition, % at 20 µM; actives 0.41% (n = 330,000);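 active means at least 40% inhibition at 20 µM here, with at most 30% in a related deaminase screen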;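 further: plate controls were A3A with DMSO for no effect and wells lacking A3A enzyme for full effect; some results filed as inactive read as strong as hits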
# Target sequence (P31941 whole entry, looked up): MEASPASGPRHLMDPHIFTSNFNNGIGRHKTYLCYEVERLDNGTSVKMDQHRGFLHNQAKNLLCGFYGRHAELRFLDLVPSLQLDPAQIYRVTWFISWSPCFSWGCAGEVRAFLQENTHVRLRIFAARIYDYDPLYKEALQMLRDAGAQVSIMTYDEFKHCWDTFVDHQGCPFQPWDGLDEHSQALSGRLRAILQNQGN
# Numbers without * were called inactive; . = no result given.
SMILES,ATG4B inhibitor,hIAP activ,PfG6PD inh,mIAP inh,hIAP block,mIAP act,HKDC1 inhibitor,A3A deaminase
CCCCNC(=O)CCC(=O)Nc1ccc2nc(N3CCCCC3)cc(C)c2c1,-6,0.91,-4,-14,9,1.1,-1,5
O=C(O)c1ccc(Cn2cnc3scc(-c4ccccc4)c3c2=O)cc1,5,0.97,-38,-8,3,1.1,14,-3
Cc1ccc(C(=O)N2CCN(c3ccc(NC(=S)NC(=O)Cc4ccccc4)cc3)CC2)cc1,9,0.98,16,5,2,0.95,-7,-1
Cn1c(-c2ccccn2)[n+](C)c2ccccc21,0,1,-4,3,-2,0.97,-14,2
COc1ccccc1-c1ccc(SCc2cccc(C)c2)nn1,-4,0.91,2,5,9,0.95,2,1
COc1cccc(CNC(=O)CC(NC(C)=O)c2ccccc2)c1 (stereo not given),0,1.1,14,-2,-8,1,-16,5
Cc1c(NS(=O)(=O)c2cc(NC(=O)CCN3CCCC(C)C3)ccc2Cl)c(=O)n(-c2ccccc2)n1C (stereo not given),-5,0.9,4,12,10,0.88,-4,10
OCc1c[nH]c2ccccc12,-4,0.8,9,-8,20,1.1,3,1
CCCN(CC1CC1)C(=O)COC(=O)c1oc2c(F)cccc2c1C,8,1,1,4,-2,0.96,-2,3
CN(C(=O)COC(=O)C1CCN(S(=O)(=O)c2ccc3c(c2)OCCO3)CC1)C1CCCCC1,1,1.1,-2,-3,-8,1,-2,4
OCCN(CC#CC(O)(c1ccccc1)C1CCCCC1)CCO (stereo not given),-3,1.1,9,-2,-9,1,-4,-4
CC(C)(C)SCCNC(=O)CN1C(=O)c2cccc3cccc1c23,0,1.1,-6,0,-6,0.99,-3,1
CN1CCN(CCCNC(=O)c2ccc(CS(=O)(=O)c3ccc(Br)cc3)o2)CC1,-5,1,7,-9,0,1.1,-1,-3
O=C(Cn1nc(C(=O)O)c2ccccc2c1=O)c1cc(F)ccc1F,-3,1,-13,6,-3,0.94,-7,-3
CCCc1cc(=O)[nH]c(/N=C(/NC(=O)c2ccccc2)Nc2ccc3c(c2)OCCO3)n1,1,1,-19,3,-3,0.97,-4,-1
O=C(NC1=NCCS1)c1ccc(OCC2CCCO2)cc1 (stereo not given),-2,1.1,-14,-10,-12,1.1,-3,0
Cc1csc(=S)n1-c1ccccc1,-5,0.94,4,9,6,0.91,-6,-20
CCCCCCCC[n+]1cccc2c3ccccc3ccc21,-4,0.86,19,0,14,0.99,-14,57*
Nc1nc(SCC(=O)N2CCCc3ccccc32)n(-c2ccccc2)n1,-5,0.94,-1,-2,6,1,0,-4
O=C(N/N=C/C=N/NC(=O)c1ccco1)c1ccco1,8,1.3,4,3,-25,0.97,-7,3
O=C(CN1CCN(c2ccc(O)cc2)CC1)Nc1ccc2c(c1)OCCO2,-12,1,71*,7,-4,0.93,3,2
CN(C)CC1CCCCC1OC(=O)c1ccc(Br)cc1 (stereo not given),2,1.1,6,-12,-10,1.1,-2,-7
O=C(CCc1nnc(-c2ccccc2)o1)c1ccc(Cl)cc1,33,0.95,-9,2,5,0.98,-1,7
N#Cc1ccc(S(=O)(=O)NCC(=O)OCC(=O)NCCc2ccccc2)cc1,-9,1.2,8,-1,-23,1,-5,-2
Cc1nc2ncccn2c1-c1csc(Nc2ccc(O)cc2)n1,-12,0.93,25,5,7,0.95,2,-1
Cc1nnc(-c2ccccc2)nc1N(C)C,-3,0.98,8,10,2,0.91,-9,-3
CC(C(=O)OCC(=O)Nc1ccc(S(=O)(=O)N2CCCCC2)cc1)N1C(=O)c2ccccc2C1=O (stereo not given),-17,1.1,9,8,-12,0.92,-4,-4
Cc1ccccc1NC(=O)CSc1nnc(-c2ccoc2C)n1CCc1ccccc1,-1,1,-9,-10,-3,1.1,9,-4
CC1Cc2ccccc2N1C(=O)COc1cccc(-n2cnnn2)c1 (stereo not given),-3,0.8,-10,7,20,0.93,3,1
Cc1cccc(-n2c(O)c(C=Nc3ccccc3)c3ccccc3c2=O)n1,-9,1.1,1,8,-12,0.92,0,-5
Cc1ccsc1/C=N/Nc1ncnc2nc[nH]c12,-4,2.3*,-1,3,-126,0.97,-10,-2
O=C(c1cc(COc2ccc(F)cc2Cl)on1)N1CCC(c2ccncc2)CC1,0,0.99,0,2,1,0.98,-6,4
CCOC(=O)CSc1nc2sc(C)c(C)c2c(=O)n1N,1,1.1,-11,-6,-12,1.1,2,-2
CN(CC(=O)NC1CCN(Cc2ccccc2)CC1)S(=O)(=O)c1ccc(Cl)cc1,-5,1.1,-5,-13,-14,1.1,4,-4
O=C(c1cnccn1)N1CCCC(N2CCN(c3cccc(Cl)c3)CC2)C1 (stereo not given),-4,1.3,1,-3,-25,1,-20,0
Nc1cc(N)nc(SCC(=O)NCc2ccco2)n1,-3,1.1,1,12,-12,0.88,-5,13
COc1ccc(CNC(=O)CSc2nc3ccc(OC)cc3[nH]2)cc1,-5,1.1,4,-1,-8,1,-2,-1
Cc1cc(C)n2nc(C)c(-c3ccc(Cl)cc3)c2n1,-10,1.3,6,-7,-26,1.1,-1,-3
CCSc1nnc(N)s1,-1,1.2,-8,3,-24,0.97,0,6
Cc1nc2sc(C(c3cccc(F)c3)N3CCC(C)CC3)c(O)n2n1 (stereo not given),0,0.9,-17,-1,10,1,-3,-1
COc1ccc(N2C(=O)CSC(c3ccccc3)C2=O)cc1 (stereo not given),12,1.3,-17,4,-31,0.96,17,-5
O=C1C(C=NCC2CCCO2)=C(O)c2ccccc21 (stereo not given),2,0.81,5,-11,19,1.1,-6,1
CCOc1ccc(Nc2nc(C)cc(C)c2C#N)cc1,-11,0.92,0,3,8,0.97,-3,-4
CCOc1ccccc1NC(=O)C(CC)Sc1nc2ccncc2[nH]1 (stereo not given),3,1.4,-5,0,-37,1,-2,-5
COc1ccccc1-n1c(SCC(=O)N2CCCCC2)nc2cccnc21,-6,1.1,6,2,-9,0.98,2,0
COc1cc(/C=C2\SC(=O)N(CCNC(=O)c3cnc(C)cn3)C2=O)cc(OC)c1OC,-3,1.1,3,4,-10,0.96,-7,0
CC(C)(CO)NC(=O)CCCOc1ccc(Cl)cc1Cl,1,1.1,0,-9,-11,1.1,-5,-10
NC(=O)C[n+]1cccc2ccccc21,-5,1,-3,-7,-1,1.1,-8,43*
COc1ccc(S(=O)(=O)Nc2cccc(Cl)c2)cc1OC,11,1.3,11,6,-35,0.94,1,-1
COC(CNC(=O)c1cn(C)c2ccc(S(=O)(=O)N(C)C3CCCCC3)cc2c1=O)OC,4,1.1,-18,2,-10,0.97,-1,-4
C[N+](C)(CC#N)C/C=C\c1ccccc1,-5,1,9,-3,-2,1,-6,-3
COC(=O)[C@H](Cc1ccccc1)NC(=O)O[C@@H]1C(=O)c2cc(Br)ccc2O[C@H]1c1cccc(OC)c1,.,0.88,.,5,12,0.95,.,-1
CN(C)c1ccc(/C=C2\N=C(C(C)(C)C)OC2=O)cc1,-2,1,10,6,-5,0.94,-2,-4
CC(C)(C)N(Cc1ccccc1)C(=O)COC(=O)CSc1ccc([N+](=O)[O-])cc1,2,0.87,27,10,13,0.9,6,-1
COc1ccc(NC(=O)NCCCCc2ccccc2)cc1OC,2,1.4,-11,-42,-35,1.4,1,-1
CC(=O)c1c(C)[nH]c(C(=O)CSc2nnc(-c3ccc(Cl)cc3)n2CC2CCCO2)c1C (stereo not given),5,1.1,18,8,-7,0.92,-4,-4
CC(Oc1ccc([N+](=O)[O-])cc1)C(=O)NCCCN1CCOCC1 (stereo not given),-6,0.87,-1,2,13,0.98,-4,0
CCCCN(C(=O)C1=NN(c2cc(C)ccc2C)C(=O)CC1)c1c(N)n(CCC)c(=O)[nH]c1=O,-3,1,-1,6,-1,0.94,-4,-4
COc1cc(/C(C)=N\NC(=O)CSc2nc3ccccc3n2C)ccc1O,-17,1.1,15,-1,-12,1,-2,-1
CCCCCOP(=O)(OCCCCC)C1(NS(=O)(=O)c2ccccc2)C=CC(=O)c2ccccc21 (stereo not given),-4,0.97,50,3,3,0.97,12,1

# Single entries from above:
# For PfG6PD inh, Cc1ccccc1NC(=O)CSc1nnc(-c2ccoc2C)n1CCc1ccccc1 has -9
# For HKDC1 inhibitor, O=C(N/N=C/C=N/NC(=O)c1ccco1)c1ccco1 has -7

# The list continues:
SMILES,ATG4B inhibitor,hIAP activ,PfG6PD inh,mIAP inh,hIAP block,mIAP act,HKDC1 inhibitor,A3A deaminase
COc1ccccc1N(C(=O)c1snc(C(N)=O)c1N)C(C(=O)NCc1ccccc1)c1ccc(O)cc1 (stereo not given),-7,1,11,4,-4,0.96,-1,-1
CCCCCC(=O)NC(Cc1ccc(OC)c([N+](=O)[O-])c1)C(=O)O (stereo not given),-9,1.1,-11,-7,-10,1.1,-7,-1
O=C(Nc1ccccc1)c1sccc1Oc1ccc([N+](=O)[O-])cc1F,10,0.81,-21,14,19,0.86,6,0
CCOc1ccc(C(O)Cn2c(=N)n(CCN3CCCCC3)c3ccccc32)cc1 (stereo not given),0,1.2,14,3,-16,0.97,-8,-4
O=C(CN(Cc1ccco1)C(=O)CCC(=O)Nc1nccs1)NCc1ccccc1,1,1,-32,8,-3,0.92,-7,-2
CCN1CCN(c2nc(N)c([N+](=O)[O-])c(Nc3ccc(C)cc3)n2)CC1,-17,1.1,-6,-2,-8,1,-4,2
C=CCNC(=S)Nc1nc2c(cc1C(=O)OCC)COC(C)(C)C2,5,1,-8,4,-5,0.96,-1,0
COc1ccc(-c2cnc3n2CCCCC3)cc1,4,1,-5,2,0,0.98,-1,2
COc1ccccc1-c1nn(-c2ccccc2)cc1C(=O)NC1CC1,-1,0.98,-12,-1,2,1,-2,-2
CCN(CC1COc2ccccc2O1)S(=O)(=O)c1ccc(C)cc1 (stereo not given),-5,1,1,-4,-3,1,-6,1
COc1ccc(-c2cc(COc3ccccc3)on2)cc1,-5,1.1,2,0,-12,1,-5,3
Cc1ccsc1C(=O)NCc1ccccc1Cl,2,0.93,4,2,7,0.98,-6,1
CCSc1nc2nn(-c3ccccc3)c(=O)c-2c2n1CCCCC2,-5,0.96,-12,4,4,0.96,-9,2
Cc1ccc(NC(=O)CNC(=O)c2ccc(Oc3ccccc3)cc2)nc1,6,0.99,7,-4,0,1,3,1
Cc1ccc2c(c1)N(CC(=O)NC1CCCCC1C)C(=O)CO2 (stereo not given),-10,1.3,-9,-11,-26,1.1,-4,1
COc1ccc(CN2CCN(Cc3ccc4ccccc4c3)CC2)cc1OC,-7,0.91,2,1,9,0.99,-3,-9
Cc1cc(C)n2nc(SCC(=O)NC(=O)c3ccc(OC(F)F)cc3)nc2n1,1,1.1,1,-7,-10,1.1,6,1
CC(C)CCN1CCN(Cc2cccn2-c2cccnc2)CC1CCO (stereo not given),-10,1.1,7,-1,-8,1,0,-4
CC(C)(C)CN1CCN(Cc2c[nH]c3ccccc23)CC1CCO (stereo not given),3,1.1,-16,3,-6,0.97,-4,5
COC(=O)CN(c1ccc(C)cc1)S(=O)(=O)c1ccc2c(c1)n(C)c(=O)c(=O)n2C,0,1.1,-9,-4,-7,1,4,0

# Complete entries, quoted from the list. Screens in order: ATG4B inhibitor	hIAP activ	PfG6PD inh	mIAP inh	hIAP block	mIAP act	HKDC1 inhibitor	A3A deaminase
# `OCc1c[nH]c2ccccc12` in the list: -4	0.8	9	-8	20	1.1	3	1
# `CCN1CCN(c2nc(N)c([N+](=O)[O-])c(Nc3ccc(C)cc3)n2)CC1` in the list: -17	1.1	-6	-2	-8	1	-4	2
# `CC(Oc1ccc([N+](=O)[O-])cc1)C(=O)NCCCN1CCOCC1` (stereo not given) in the list: -6	0.87	-1	2	13	0.98	-4	0
# `COc1ccc(CNC(=O)CSc2nc3ccc(OC)cc3[nH]2)cc1` in the list: -5	1.1	4	-1	-8	1	-2	-1
